tim23-1 inh = tim23-1 yeast growth inhibition; S. cerevisiae tim23-1 growth, BacTiter-Glo luminescence, 24 h; inhibition, % at 20 µM; actives 1.3% (n = 330,000);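 active = growth inhibition of the mutant yeast at or above 50%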;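 note: temperature-sensitive mutant grown at 25 °C; plate controls were DMSO-treated mutant yeast for no effect and medium wells lacking yeast for full effect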
UPR CHOP act = activators of apoptotic arm of unfolded protein response (CHOP). actives 0.34% (n = 330,000). activation, % at 10 µM. CHO-CHOP luciferase reporter, UPR activation, luminescence; percent of tunicamycin response over DMSO baseline;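 active = at 10 µM dose, activation of 40% or more, normalized to positive control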;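 note: 100% = tunicamycin at 10 µg/mL and 0% = DMSO alone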
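Test system: CHO-CHOP cells, stable luciferase reporter of PERK-eIF2a-CHOP signalling | Quantity: 500 CHO-CHOP cells per well | Buffer or medium: F12 plus 10% serum | Compound dosing: 10 µM single point, 0.5% DMSO | Schedule: 6 h compound treatment, 37 °C | Signal: Luciferase luminescence | Control set: Tunicamycin high control, DMSO low control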
697 NFkB inh = lowers PMA/ionomycin-induced NF-kB signal in 697 B cells; AID 435022; 697 B-cell NF-kB luciferase reporter, 16 h; actives 0.33% (n = 330,000); inhibition, % at 4 µM; in the data active = inhibition above about 35%
Jurkat NFkB inh = lowers PMA/ionomycin-induced NF-kB signal in Jurkat cells; inhibition, % at 4 µM; PMA/ionomycin-induced NF-kB luciferase reporter, luminescence; AID 435003; actives 0.53% (n = 330,000); in the data active = inhibition above about 50%
Mdm2 MdmX PPI = disrupts the human Mdm2-MdmX interaction; inhibition, % at 8 µM; actives 3% (n = 330,000); O15151+Q00987; AID 485346; SaOS-2 split-luciferase Mdm2/MdmX complementation, luminescence;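 active = inhibition of at least 50% at 8 µM in the primary screen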
Target sequence (O15151 whole entry, looked up): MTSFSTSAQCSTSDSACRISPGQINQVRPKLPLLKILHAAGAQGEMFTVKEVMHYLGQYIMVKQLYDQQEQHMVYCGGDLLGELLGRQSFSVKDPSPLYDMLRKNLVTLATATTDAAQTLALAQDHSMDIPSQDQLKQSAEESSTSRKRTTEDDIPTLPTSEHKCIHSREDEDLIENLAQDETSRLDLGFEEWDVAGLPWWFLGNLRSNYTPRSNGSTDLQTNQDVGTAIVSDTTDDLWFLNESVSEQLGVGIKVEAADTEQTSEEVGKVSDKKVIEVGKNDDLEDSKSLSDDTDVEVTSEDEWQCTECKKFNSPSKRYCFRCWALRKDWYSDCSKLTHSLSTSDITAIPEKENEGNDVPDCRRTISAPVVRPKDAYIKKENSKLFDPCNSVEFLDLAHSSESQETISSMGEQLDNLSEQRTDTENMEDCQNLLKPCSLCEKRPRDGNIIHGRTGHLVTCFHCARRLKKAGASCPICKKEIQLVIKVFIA
Target sequence (Q00987 whole entry, looked up): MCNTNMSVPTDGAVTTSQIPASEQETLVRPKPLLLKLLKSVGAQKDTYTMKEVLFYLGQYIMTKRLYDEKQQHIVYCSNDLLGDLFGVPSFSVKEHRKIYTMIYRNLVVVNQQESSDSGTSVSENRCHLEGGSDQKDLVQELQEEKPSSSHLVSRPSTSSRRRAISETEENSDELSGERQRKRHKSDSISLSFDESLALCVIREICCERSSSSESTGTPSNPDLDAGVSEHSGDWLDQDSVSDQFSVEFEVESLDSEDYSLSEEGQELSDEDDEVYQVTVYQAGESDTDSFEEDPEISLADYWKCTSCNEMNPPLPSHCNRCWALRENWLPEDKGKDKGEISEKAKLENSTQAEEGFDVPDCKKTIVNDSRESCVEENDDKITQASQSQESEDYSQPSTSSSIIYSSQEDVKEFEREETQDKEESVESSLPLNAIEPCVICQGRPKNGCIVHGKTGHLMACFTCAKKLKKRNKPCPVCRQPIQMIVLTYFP
APJ agonist = agonists of human APJ apelin receptor | P35414 | CHO-K1 APJ PathHunter beta-arrestin, luminescence; 0% DMSO wells, 100% apelin | activation, % at 20 µM | actives 0.11% (n = 330,000);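 active = activation more than six SD over the plate average, tested at 20 µM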;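 note: 0% = DMSO alone and 100% = apelin-13 at 10 nM; some results filed as inactive read as strong as hits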
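Assay system: CHO-K1 cells stably expressing ProLink-tagged human APJ and arrestin–beta-gal acceptor. Compound dosing: 20 µM single point, 1% DMSO. Times: 16-18 h seeding, 90 min dark compound exposure, 60 min detection. Detection: beta-gal luminescence. Evaluation: APJ–arrestin association signal. Controls: negative DMSO alone, positive Apelin-13 at 10 nM.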
APJ antag = blocks the human apelin receptor APJ; CHO-K1 APJ beta-arrestin complementation, luminescence; actives 0.32% (n = 330,000); P35414; AID 2521; inhibition, % at 20 µM;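 active = inhibition above about 40% at 20 µM, limit read from the data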;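 note: cells challenged with 10 nM apelin-13 agonist together with compound; plate controls were apelin-13 plus DMSO wells for no effect and DMSO wells lacking apelin-13 for full effect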
UPR XBP1 act = activators of adaptive arm of unfolded protein response (XBP1); CHO-XBP1 luciferase reporter, IRE1-XBP1 UPR activation, luminescence; percent of tunicamycin response, DMSO as zero; activation, % at 20 µM; actives 0.33% (n = 330,000); AID 463104;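 active = versus positive control, 20 µM dose yields 30% or more activation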;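 note: 100% = tunicamycin at 10 µg/mL and 0% = DMSO only wells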
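Assay system: IRE1-XBP1 luciferase reporter CHO line. Input: 1000 cells/well. Buffer or medium: F12 with 10% serum. Doses: 20 µM, 1% DMSO. Times: overnight seeding at 37 °C, 6 h compound treatment at 37 °C. Technique: Steady-Glo luciferase glow luminescence, 10 min after reagent addition.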
* marks the source's active call; other numbers are inactive results.

Screening Cc1ccccc1-c1cc(C(=O)NCc2ccc3c(c2)OCO3)nn1CC1CC(c2cccc([N+](=O)[O-])c2)=NO1 (configuration not stated) returned tim23-1 inh 14, UPR CHOP act 0.7, 697 NFkB inh 14, Jurkat NFkB inh 4, Mdm2 MdmX PPI 38, APJ agonist 0, APJ antag -5 and UPR XBP1 act 1.
Screening C/C(=N\NC(=O)C(O)c1ccccc1)c1cccnc1 (configuration not stated) returned tim23-1 inh 11, UPR CHOP act 0.2, 697 NFkB inh 6, Jurkat NFkB inh 6, Mdm2 MdmX PPI 3, APJ agonist -2, APJ antag -2 and UPR XBP1 act -4.
For COc1ccc(-c2noc3c2-c2nc(-c4ccccc4Cl)sc2CC3)cc1 the results were tim23-1 inh 15, UPR CHOP act 0.8, 697 NFkB inh 14, Jurkat NFkB inh 11, Mdm2 MdmX PPI -6, APJ agonist -6, APJ antag -15 and UPR XBP1 act -1.
Screening NC(=O)CCC(=O)N1CCCC(C(=O)c2ccc3c4c(cccc24)CC3)C1 (configuration not stated) returned tim23-1 inh 4, UPR CHOP act -2.0, 697 NFkB inh -5, Jurkat NFkB inh -6, Mdm2 MdmX PPI 7, APJ agonist -2, APJ antag -5 and UPR XBP1 act 0.
Cc1cc(N2C(=O)C3C4C=CC(C4)C3C2=O)ccc1Br (configuration not stated) was read as tim23-1 inh -30, UPR CHOP act 3.4, 697 NFkB inh 3, Jurkat NFkB inh 9, Mdm2 MdmX PPI -17, APJ agonist 0, APJ antag 11 and UPR XBP1 act -1.
`CC1CCCCC1NC(=O)CCNS(=O)(=O)c1ccc2c(c1)CCC(=O)N2` (configuration not stated) gave tim23-1 inh 2, UPR CHOP act 0.5, 697 NFkB inh 3, Jurkat NFkB inh -4, Mdm2 MdmX PPI 3, APJ agonist 1, APJ antag 2 and UPR XBP1 act -6.
`N#Cc1ccccc1CSc1nnc(Cc2ccccc2)o1` gave tim23-1 inh 25, UPR CHOP act 0.8, 697 NFkB inh -32, Jurkat NFkB inh -24, Mdm2 MdmX PPI 0, APJ agonist -3, APJ antag 12 and UPR XBP1 act -3.
For O=C(Nc1cccnc1)C1COc2ccccc2O1 (configuration not stated) the results were tim23-1 inh 7, UPR CHOP act 0.4, 697 NFkB inh 8, Jurkat NFkB inh -6, Mdm2 MdmX PPI -6, APJ agonist -1, APJ antag 2 and UPR XBP1 act -2.
For O=C(Oc1ccc(-c2ccccc2)cc1)N1CCCCC1 the results were tim23-1 inh 23, UPR CHOP act 5.2, 697 NFkB inh -163, Jurkat NFkB inh -126, Mdm2 MdmX PPI -80, APJ agonist 0, APJ antag 9 and UPR XBP1 act -1.
Screening CC(C)C[C@H](NC(=O)NCCc1ccc(Cl)cc1)C(=O)O returned tim23-1 inh 9, UPR CHOP act -1.3, 697 NFkB inh 2, Jurkat NFkB inh -6, Mdm2 MdmX PPI -14, APJ agonist -2, APJ antag -22 and UPR XBP1 act 1.

Filtered by structure: those above containing sulfur
For COc1ccc(-c2noc3c2-c2nc(-c4ccccc4Cl)sc2CC3)cc1 the results were tim23-1 inh 15, UPR CHOP act 0.8, 697 NFkB inh 14, Jurkat NFkB inh 11, Mdm2 MdmX PPI -6, APJ agonist -6, APJ antag -15 and UPR XBP1 act -1.
`CC1CCCCC1NC(=O)CCNS(=O)(=O)c1ccc2c(c1)CCC(=O)N2` (configuration not stated) gave tim23-1 inh 2, UPR CHOP act 0.5, 697 NFkB inh 3, Jurkat NFkB inh -4, Mdm2 MdmX PPI 3, APJ agonist 1, APJ antag 2 and UPR XBP1 act -6.
`N#Cc1ccccc1CSc1nnc(Cc2ccccc2)o1` gave tim23-1 inh 25, UPR CHOP act 0.8, 697 NFkB inh -32, Jurkat NFkB inh -24, Mdm2 MdmX PPI 0, APJ agonist -3, APJ antag 12 and UPR XBP1 act -3.

(further entries)
For CCCCN(C)S(=O)(=O)c1ccc(C(=O)Nc2nnc(-c3ccco3)o2)cc1 the results were tim23-1 inh -8, UPR CHOP act 0.7, 697 NFkB inh -18, Jurkat NFkB inh 2, Mdm2 MdmX PPI 31, APJ agonist -5, APJ antag -4 and UPR XBP1 act -3.
`CCn1c(C)[n+](Cc2ccccc2)c2ccc(C(=O)OC)cc21` gave tim23-1 inh 4, UPR CHOP act 2.3, 697 NFkB inh 18, Jurkat NFkB inh 7, Mdm2 MdmX PPI 17, APJ agonist -1, APJ antag -8 and UPR XBP1 act 1.
CC1(C)CC2(CC(c3ccccc3)Oc3cc(O)ccc32)NC(=S)N1 (configuration not stated) was read as tim23-1 inh 11, UPR CHOP act 0.1, 697 NFkB inh 4, Jurkat NFkB inh 3, Mdm2 MdmX PPI 5, APJ agonist 0, APJ antag 16 and UPR XBP1 act -2.
COc1ccc(CC(=O)Nc2ccc(-c3cn4ccccc4n3)cc2)cc1 was read as tim23-1 inh -7, UPR CHOP act 4.9, 697 NFkB inh -63, Jurkat NFkB inh -40, Mdm2 MdmX PPI -13, APJ agonist 0, APJ antag -17 and UPR XBP1 act 6.
`CN1CCN(CC(=O)N(C)c2nc(-c3ccccc3)cs2)CC1` gave tim23-1 inh -9, UPR CHOP act 5.3, 697 NFkB inh -75, Jurkat NFkB inh -117, Mdm2 MdmX PPI -14, APJ agonist 0, APJ antag -7 and UPR XBP1 act -2.
For COc1ccc(CNc2oc(Cc3cccc4ccccc34)nc2C#N)cc1 the results were tim23-1 inh 7, UPR CHOP act -0.8, 697 NFkB inh 15, Jurkat NFkB inh 21, Mdm2 MdmX PPI 44, APJ agonist -2, APJ antag 15 and UPR XBP1 act -7.
COC(=O)COc1cccc2c(=O)n(CC(=O)N3CCCc4ccccc43)ccc12 was read as tim23-1 inh 13, UPR CHOP act -0.7, 697 NFkB inh 11, Jurkat NFkB inh 9, Mdm2 MdmX PPI 12, APJ agonist -4, APJ antag -9 and UPR XBP1 act -2.
For O=C(O)C1CC(=O)N(c2ccc(F)cc2)C1 (configuration not stated) the results were tim23-1 inh 2, UPR CHOP act 2.3, 697 NFkB inh 11, Jurkat NFkB inh 16, Mdm2 MdmX PPI 24, APJ agonist -1, APJ antag -5 and UPR XBP1 act 0.
Screening COC(=O)C1OC2(OC1C(=O)OC)c1ccccc1-c1ccccc12 (configuration not stated) returned tim23-1 inh 32, UPR CHOP act 0.2, 697 NFkB inh 3, Jurkat NFkB inh -1, Mdm2 MdmX PPI 10, APJ agonist -3, APJ antag -6 and UPR XBP1 act 0.
Nc1cc(=O)[nH]c(SC/C=C/c2ccccc2)n1 was read as tim23-1 inh 16, UPR CHOP act -0.2, 697 NFkB inh -6, Jurkat NFkB inh -12, Mdm2 MdmX PPI -6, APJ agonist -1, APJ antag -9 and UPR XBP1 act 4.
Screening COc1ccc2c(Cl)c(-c3nnc4n3CCCCC4)sc2c1 returned tim23-1 inh 34, UPR CHOP act 0.2, 697 NFkB inh -6, Jurkat NFkB inh -2, Mdm2 MdmX PPI 16, APJ agonist -4, APJ antag 2 and UPR XBP1 act 4.
For Cc1cccc(NC(=O)N2C3CCCC2CC(NC(=O)C(C)(C)C)C3)c1 (configuration not stated) the results were tim23-1 inh 14, UPR CHOP act -0.8, 697 NFkB inh -14, Jurkat NFkB inh -7, Mdm2 MdmX PPI -13, APJ agonist -5, APJ antag -12 and UPR XBP1 act -3.
`COc1ccc(NC(=O)COC(=O)CCNS(=O)(=O)c2ccc(Cl)cc2)cc1` gave tim23-1 inh 16, UPR CHOP act -2.5, 697 NFkB inh 4, Jurkat NFkB inh 1, Mdm2 MdmX PPI -8, APJ agonist -4, APJ antag -11 and UPR XBP1 act -3.
Screening CN(C)/C=C/C(=O)c1ccc(S(=O)c2ccccc2)cc1 (configuration not stated) returned tim23-1 inh -5, UPR CHOP act 0.5, 697 NFkB inh -3, Jurkat NFkB inh -8, Mdm2 MdmX PPI -4, APJ agonist -2, APJ antag 16 and UPR XBP1 act -3.
For CCOC(=O)Cc1csc(NC(=O)NC2(C(F)(F)F)Oc3ccc(Cl)cc3O2)n1 (configuration not stated) the results were tim23-1 inh -2, UPR CHOP act 7.0, 697 NFkB inh -32, Jurkat NFkB inh 19, Mdm2 MdmX PPI 28, APJ agonist 0, APJ antag -25 and UPR XBP1 act 11.
For CC(Oc1ccc(Cl)cc1Cl)C(=O)NNC(=O)C(=O)N1CCCC1 (configuration not stated) the results were tim23-1 inh 5, UPR CHOP act -0.1, 697 NFkB inh 15, Jurkat NFkB inh 15, Mdm2 MdmX PPI 25, APJ agonist 1, APJ antag 8 and UPR XBP1 act 1.
For Cc1cc(C)nc(/N=C2\NC(=O)CC(C(=O)O)N2c2ccc(F)c(Cl)c2)n1 (configuration not stated) the results were tim23-1 inh -3, UPR CHOP act 2.1, 697 NFkB inh -8, Jurkat NFkB inh -8, Mdm2 MdmX PPI -27, APJ agonist 1, APJ antag 4 and UPR XBP1 act -3.
CC(=O)c1cccc(NC(=O)C(OC(=O)c2cccc(S(=O)(=O)N(C)c3ccccc3)c2)c2ccccc2)c1 (configuration not stated) was read as tim23-1 inh 13, UPR CHOP act 3.8, 697 NFkB inh 7, Jurkat NFkB inh -3, Mdm2 MdmX PPI 23, APJ agonist -1, APJ antag 3 and UPR XBP1 act -1.
Screening COc1ccccc1N1CCN(C(=O)c2cn(C)c3ccc(S(=O)(=O)N4CCOCC4)cc3c2=O)CC1 returned tim23-1 inh 11, UPR CHOP act 0.7, 697 NFkB inh 9, Jurkat NFkB inh -4, Mdm2 MdmX PPI 15, APJ agonist 1, APJ antag 0 and UPR XBP1 act -6.
Screening N#Cc1nc(-c2ccccc2F)oc1N1CCN(C(=O)c2ccco2)CC1 returned tim23-1 inh 9, UPR CHOP act 0.8, 697 NFkB inh 21, Jurkat NFkB inh 12, Mdm2 MdmX PPI -9, APJ agonist -1, APJ antag -1 and UPR XBP1 act -5.
Screening COc1cc2c(cc1NC(=O)COC(=O)Cn1cnc3ccccc31)oc1ccccc12 returned tim23-1 inh -8, UPR CHOP act 10, 697 NFkB inh -41, Jurkat NFkB inh -115, Mdm2 MdmX PPI -32, APJ agonist 0, APJ antag 6 and UPR XBP1 act 2.
`O=C(NC1CC(=O)c2sccc21)c1cccc(C(F)(F)F)c1` (configuration not stated) gave tim23-1 inh -2, UPR CHOP act 1.1, 697 NFkB inh -9, Jurkat NFkB inh -10, Mdm2 MdmX PPI -4, APJ agonist -3, APJ antag -4 and UPR XBP1 act 1.
CCOC(=O)N1C2=NC(C(=O)OC)=C(C(=O)OC)[C@@H]3N(C)c4ccccc4[C@]23C[C@H]1C(=O)OC was read as tim23-1 inh -2, UPR CHOP act 2.4, 697 NFkB inh 22, Jurkat NFkB inh 5, Mdm2 MdmX PPI 0, APJ agonist -3, APJ antag 17 and UPR XBP1 act -3.
For COc1cccc(CC(=O)Nc2ccc(S(=O)(=O)N3CCOCC3)cc2)c1 the results were tim23-1 inh 5, UPR CHOP act -0.5, 697 NFkB inh -7, Jurkat NFkB inh 12, Mdm2 MdmX PPI 1, APJ agonist -2, APJ antag 15 and UPR XBP1 act 0.
CN1C(c2ccccc2)CCOS1(=O)=O (configuration not stated) was read as tim23-1 inh -6, UPR CHOP act 1.3, 697 NFkB inh 13, Jurkat NFkB inh 7, Mdm2 MdmX PPI 3, APJ agonist 3, APJ antag -57 and UPR XBP1 act -1.

Screening results from PubChem BioAssay.
